Anthrax LF prot: blocks Bacillus anthracis lethal factor protease | P15917 | multiplex microsphere protease cleavage assay, LF | inhibition, % at 10 µM | actives 0.12% (n = 360,000) | AID 588501; note: plate controls were buffer without enzyme for full effect and enzyme alone for no effect
BoNT-A LC inh2: inhibitors of Botulinum neurotoxin A light chain protease; multiplex microsphere protease substrate cleavage, flow cytometry; inhibition, % at 10 µM; actives 0.17% (n = 360,000); note: plate controls were buffer without enzyme for full effect and enzyme alone for no effect
PrPC TRFRET: cell surface PrPC inhibition, primary TR-FRET screen; P04156; TR-FRET read-out; inhibition, % at 13.8 µM; actives 0.43% (n = 370,000); in the data active = inhibition above about 24%; note: 0% = median of the test wells and 100% = reference compound wells
PfHsp40 yeast: compounds rescuing yeast from Plasmodium falciparum HSP40 toxicity. S. cerevisiae expressing PfHsp40, growth rescue, ATP luminescence. growth rescue, % at 12.5 µM. actives 0.68% (n = 340,000); in the data active = growth rescue above about 28%, passing the limit was not always enough; inconclusive = no clear call, values can overlap the other calls;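 note: yeast W303a lacking pdr1 and pdr3 grown in galactose medium; growth measured after three days at 30 °C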
Vc quorum ag: induces V. cholerae light production without autoinducers. activation, % at 18.7 µM. V. cholerae BH1578 lux reporter, luminescence, 6 h. actives 0.16% (n = 350,000); in the data active = activation mostly above about 9.7%, no sharp cut-off; inconclusive = no clear call, values can overlap the other calls; inactive = mostly below about 3.7%; note: not every result past the cut was called active; inactives centre near 0; reference of the scale not given here
SSB-PriA inh: inhibitors of Klebsiella pneumoniae PriA binding to SSB C-terminal tail. AlphaScreen SSBct-PriA binding, biotinylated peptide. actives 0.6% (n = 430,000). inhibition, % at 33 µM; in the data active = inhibition mostly above about 37%, no sharp cut-off; inactive = mostly below about 20%;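 note: plate controls were negative control peptide for no effect and reference peptide for full effect; strong numbers were not always called active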
SARS 3CLpro inh: SARS-CoV 3CLpro protease inhibition; P0C6X7; inhibition, % at 6 µM; recombinant SARS-CoV 3CLpro, quenched FRET peptide cleavage; actives 0.14% (n = 290,000); in the data active = inhibition above about 12%
Yp Topo-I inh: Y. pestis Topo-I inhibition via cleavage products; Y. pestis Topo-I cleavage product accumulation, plate reader; activity, % at 10 µM; actives 0.064% (n = 360,000); AID 504884; in the data active = activity above about 50%, passing the limit was not always enough; inconclusive = no clear call, values can overlap the other calls; note: inactives centre near 2
TcdB GH inh: inhibitors of Clostridioides difficile toxin B glycohydrolase. AID 652162. actives 0.24% (n = 350,000). inhibition, % at 9.99 µM. TcdB glycohydrolase enzymatic assay, plate reader. P18177; in the data active = inhibition above about 10%
Target sequence (P18177 whole entry, looked up): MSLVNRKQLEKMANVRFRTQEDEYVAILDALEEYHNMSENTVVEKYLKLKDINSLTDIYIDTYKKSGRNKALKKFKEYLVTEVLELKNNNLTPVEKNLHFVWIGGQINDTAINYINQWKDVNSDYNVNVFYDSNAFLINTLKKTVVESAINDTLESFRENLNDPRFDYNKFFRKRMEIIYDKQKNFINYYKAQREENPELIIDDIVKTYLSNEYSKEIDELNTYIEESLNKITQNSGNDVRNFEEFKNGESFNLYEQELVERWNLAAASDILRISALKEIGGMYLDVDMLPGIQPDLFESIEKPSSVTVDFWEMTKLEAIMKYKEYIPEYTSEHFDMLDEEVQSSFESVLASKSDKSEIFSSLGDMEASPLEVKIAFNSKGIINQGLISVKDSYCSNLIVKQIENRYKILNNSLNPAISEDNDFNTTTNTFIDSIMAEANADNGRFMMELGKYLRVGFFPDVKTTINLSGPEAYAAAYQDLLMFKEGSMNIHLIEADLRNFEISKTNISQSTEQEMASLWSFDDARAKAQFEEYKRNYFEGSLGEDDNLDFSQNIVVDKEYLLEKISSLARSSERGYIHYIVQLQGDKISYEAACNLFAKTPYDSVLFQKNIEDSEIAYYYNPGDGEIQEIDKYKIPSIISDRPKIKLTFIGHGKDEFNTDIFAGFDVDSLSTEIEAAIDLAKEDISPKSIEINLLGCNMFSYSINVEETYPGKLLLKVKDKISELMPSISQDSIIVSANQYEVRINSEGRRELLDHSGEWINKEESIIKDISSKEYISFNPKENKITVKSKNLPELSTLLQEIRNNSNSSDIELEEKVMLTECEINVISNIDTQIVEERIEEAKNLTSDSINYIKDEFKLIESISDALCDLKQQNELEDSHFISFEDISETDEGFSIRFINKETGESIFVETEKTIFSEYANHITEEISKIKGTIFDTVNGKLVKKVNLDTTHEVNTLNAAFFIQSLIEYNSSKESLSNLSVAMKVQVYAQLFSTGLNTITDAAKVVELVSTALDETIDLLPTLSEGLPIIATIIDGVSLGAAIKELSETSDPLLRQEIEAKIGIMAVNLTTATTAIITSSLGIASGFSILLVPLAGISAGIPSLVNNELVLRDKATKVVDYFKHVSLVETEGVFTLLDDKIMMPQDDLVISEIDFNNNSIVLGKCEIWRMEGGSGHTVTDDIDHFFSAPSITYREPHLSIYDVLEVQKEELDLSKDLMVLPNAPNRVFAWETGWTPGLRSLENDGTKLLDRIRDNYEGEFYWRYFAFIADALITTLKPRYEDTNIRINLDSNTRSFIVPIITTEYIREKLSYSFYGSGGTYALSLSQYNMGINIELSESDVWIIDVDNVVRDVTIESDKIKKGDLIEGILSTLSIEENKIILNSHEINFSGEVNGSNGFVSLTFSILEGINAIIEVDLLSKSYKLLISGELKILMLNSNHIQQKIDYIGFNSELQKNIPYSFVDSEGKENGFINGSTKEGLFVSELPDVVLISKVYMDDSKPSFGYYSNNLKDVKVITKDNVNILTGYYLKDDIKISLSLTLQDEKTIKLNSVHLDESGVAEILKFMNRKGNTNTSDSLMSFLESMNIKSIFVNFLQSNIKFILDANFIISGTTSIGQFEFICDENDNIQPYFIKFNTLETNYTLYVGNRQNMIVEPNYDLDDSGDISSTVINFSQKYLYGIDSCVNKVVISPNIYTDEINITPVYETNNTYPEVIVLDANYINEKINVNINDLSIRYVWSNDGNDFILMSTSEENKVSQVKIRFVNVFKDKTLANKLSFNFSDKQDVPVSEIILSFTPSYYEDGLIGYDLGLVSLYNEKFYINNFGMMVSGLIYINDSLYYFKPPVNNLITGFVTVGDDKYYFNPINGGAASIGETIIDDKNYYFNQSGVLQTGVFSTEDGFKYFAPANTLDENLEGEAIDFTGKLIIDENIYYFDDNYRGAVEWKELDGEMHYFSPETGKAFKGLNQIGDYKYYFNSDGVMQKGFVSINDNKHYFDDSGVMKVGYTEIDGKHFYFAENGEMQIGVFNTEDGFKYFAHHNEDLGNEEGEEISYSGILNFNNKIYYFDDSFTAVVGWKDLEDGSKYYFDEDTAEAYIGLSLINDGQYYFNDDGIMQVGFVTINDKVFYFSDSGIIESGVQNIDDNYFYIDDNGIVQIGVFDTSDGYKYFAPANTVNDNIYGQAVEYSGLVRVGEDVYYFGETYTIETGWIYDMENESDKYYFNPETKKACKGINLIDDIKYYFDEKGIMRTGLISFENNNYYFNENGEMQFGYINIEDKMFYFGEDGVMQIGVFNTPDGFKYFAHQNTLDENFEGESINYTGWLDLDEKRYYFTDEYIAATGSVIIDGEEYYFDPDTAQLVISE
Active calls of the source: *; i = inactive; u = inconclusive; x = not tested or not shown; & = joins results of further samples. Cut-off read from the data, not from the text of the source, unless noted: active = inhibition above about 30%; inconclusive = no clear call, values can overlap the other calls; inactive = below that. Not all compounds are listed (hit frequency here may not be typical).

No. | structure | Anthrax LF prot | BoNT-A LC inh2 | PrPC TRFRET | PfHsp40 yeast | Vc quorum ag | SSB-PriA inh | SARS 3CLpro inh | Yp Topo-I inh | TcdB GH inh
1 | CC(=O)CC1c2cc(F)ccc2C=C(c2ccsc2)N1c1ccc(-c2ccc(C(N)=O)cc2)cc1 (stereo not given) | -9 | 1.7 | -11 | x | x | x | x | x | 0.5
2 | Cc1ccc(NC(=O)Cn2cccc2)c(C)c1 | -2 | -1.1 | -1 | -0.7 | -1.6 | -8 | -8 | -6 | x
3 | O=C(COC(=O)/C=C/c1ccccc1)Nc1cccc(Oc2ccccc2)c1 | -2 | -0.2 | -2 | 0.2 | i | -18 | 5 | 8 | -0.8
4 | CC1=NCCN1S(=O)(=O)c1ccccc1[N+](=O)[O-] | -1 | -0.3 | 5 | -0.4 | i | 2 | 0 | 2 | 0.4
5 | Cc1ccc(S(=O)(=O)NN=C2CCC(C(C)(C)C)CC2)cc1[N+](=O)[O-] (stereo not given) | 0 | 0.9 | x | 0.6 | -0.2 | -11 | 1 | 4 | x
6 | COc1ccc2ccc(OC)c(/C=N/n3cnnc3)c2c1 | 1 | -3.0 | 7 | 0.5 | i | x | 2 | 3 | 3.9
7 | Cc1c(CN2CCCC(C)C2)c(O)n(CCO)c(=O)c1C#N (stereo not given) | -4 | -0.6 | -5 | 0.5 | -1.4 | -15 | 2 | 1 | -0.1
8 | Cc1ccc2c(c1)C(=C(C#N)C#N)C(=O)N2CCN1CCOCC1 | -3 | u | -1 | -1.1 | -0.4 | 1 | 1 | 8 | 1.1
9 | COc1ccccc1/C=C1\S/C(=N/NC(=O)c2cccc(Br)c2)NC1=O | 4 | 0.6 | 6 | 142* | -0.2 | x | -9 | 6 | x
10 | COC(=O)C(C)n1cnc2c(nnn2-c2ccccc2)c1=O (stereo not given) | -6 | -0.3 | x | -1.0 | -0.2 | -12 | -7 | 0 | x
11 | c1ccc(-n2ncc3c(NCCN4CCCCC4)ncnc32)cc1 | -1 | 0.0 | 7 | 0.8 | -0.3 | -2 | -2 | -7 | x
12 | COc1ccc(NC(=O)CSc2nnc(NC(C)=O)s2)c([N+](=O)[O-])c1 | -1 | -0.6 | -6 | 0.4 | 0.6 | -2 | 2 | -4 | -1.3
13 | COc1ccc2c(c1OC)C(=O)N(c1ccccn1)C2 | 1 | -0.4 | -3 | -0.5 | -0.3 | -2 | -5 | -2 | x
14 | O=C(O)C(NS(=O)(=O)c1ccccc1)C(O)c1ccccc1 (stereo not given) | -18 | -0.7 | 4 | -0.4 | -0.3 | -9 | 1 | 0 | 0.9
15 | CCCc1nc2sc3c(c2c(=O)n1N)CCC3 | 4 | -0.5 | -4 | -0.1 | i | -11 | 1 | -1 | x

Two of the compounds above, with one line to a screen:
(2) Cc1ccc(NC(=O)Cn2cccc2)c(C)c1
(3) O=C(COC(=O)/C=C/c1ccccc1)Nc1cccc(Oc2ccccc2)c1
assay / entry	2	3
Anthrax LF prot	-2	-2
BoNT-A LC inh2	-1.1	-0.2
PrPC TRFRET	-1	-2
PfHsp40 yeast	-0.7	0.2
Vc quorum ag	-1.6	i
SSB-PriA inh	-8	-18
SARS 3CLpro inh	-8	5
Yp Topo-I inh	-6	8
TcdB GH inh	x	-0.8

(further entries)
No. | structure | Anthrax LF prot | BoNT-A LC inh2 | PrPC TRFRET | PfHsp40 yeast | Vc quorum ag | SSB-PriA inh | SARS 3CLpro inh | Yp Topo-I inh | TcdB GH inh
16 | COc1ccc(NC(C)=[N+](C)CCNS(=O)(=O)c2ccc(Cl)cc2)cc1 | 1 | 0.7 | -5 | -0.8 | -12 | x | -5 | 2 | 1.1
17 | COc1ccc2c(c1OC)C(=O)N(c1cccc(/C=C/C(=O)O)c1)C2 | 8 | -0.1 | -26 | -3.0 | i | -1 | 6 | -3 | 0.8
18 | COc1ccc2nc(NC(=O)C3CC(=O)N(c4ccccc4)C3)sc2c1 (stereo not given) | 0 | -2.3 | 3 | 0.7 | -0.3 | 5 | 1 | 0 | 0.7
19 | COc1ccc(C2OCC3(CO2)SC(=O)NC3=O)cc1 (stereo not given) | -2 | -1.4 | 2 | -1.0 | -2.1 | -8 | -3 | 0 | x
20 | CCOc1cc(NC(=S)NCC2CCCO2)c(OCC)cc1NC(=O)CC(C)C (stereo not given) | -6 | -0.2 | -4 | 0.7 | -0.2 | 5 | 7 | 4 | -0.4
21 | Cc1ccccc1OC1(C)CCN(Cc2ccc3ccccc3c2)C1 (stereo not given) | -2 | -0.6 | -1 | x | i | x | x | 15 | 1.1
22 | O=C(Cn1cc(C(=O)C(F)(F)F)c2ccccc21)Nc1ccccc1F | -16 | -1.6 | 24 | -0.4 | -0.4 | -18 | -1 | -1 | 0.8
23 | COc1cc(C(=O)Nc2nc3ccc(S(=O)(=O)N4CCOCC4)cc3s2)cc(OC)c1OC | 7 | -0.2 | 1 | 1.5 | x | -3 | 1 | -2 | x
24 | CCOC(=O)CC1(NC(=O)c2cc(COc3cccc(OC)c3)on2)CCCCC1 | 1 | -1.1 | 5 | -0.2 | -12 | -33 | 11 | 32 | 1.1
25 | O=C(CSc1n[nH]c(=O)n1Cc1ccco1)N1CCOCC1 | x | x | 4 | x | -0.4 | -6 | 3 | -2 | 1.3
26 | CCN(c1ccccc1)S(=O)(=O)c1cnc[nH]1 | -4 | -0.5 | 0 | 0.3 | -0.2 | -6 | -1 | 8 | x
27 | CCN1CCSc2ccc(C(=O)NCc3cccc(F)c3)cc21 | -12 | 0.1 | 10 | 1.5 | i | -8 | 4 | -3 | -0.1
28 | CCOc1ccc(C(=O)NNC2CC(=O)N(Cc3ccc(Cl)cc3)C2=O)cc1OC (stereo not given) | -1 | 0.3 | -5 | 0.0 | -0.3 | 9 | 2 | 1 | -1.7
29 | Cc1cccc(NC(=O)c2cc3c([nH]c4ccccc43)c(C)n2)c1C | 2 | 0.2 | -8 | -0.6 | -0.2 | -2 | 3 | 2 | x
30 | COc1ccc(CNS(=O)(=O)CCNCc2ccco2)cc1 | -1 | -0.2 | -9 | -0.9 | -0.4 | -12 | x | 12 | -0.1
31 | Cc1cc(C(=O)NNC(=O)C(C)NS(=O)(=O)c2ccccc2F)c(C)o1 (stereo not given) | x | x | -3 | -0.1 | 0.0 | -2 | x | 13 | 0.5
32 | N#CCSc1nc2cc(C(=O)N3CCCC3)ccc2c(=O)n1Cc1ccccc1 | -1 | -0.5 | 2 | 0.2 | -0.8 | -13 | 5 | -6 | x
33 | CCOCCCn1c(SCC(=O)/C(C#N)=C(\C)N)nc2ccccc2c1=O | 10 | 0.5 | 7 | -0.5 | -0.6 | -2 | 5 | 2 | -0.5
34 | Cc1nc(S/C(=C\c2ccc(-c3ccc(C(=O)O)c(Cl)c3)o2)C(=O)O)n[nH]1 | -7 | 1.0 | -3 | -1.3 | -0.3 | 4 | 5 | -18 | -1.2
35 | Cc1cc2c3c([nH]c2cc1S(=O)(=O)N1CCC2(CC1)OCCO2)CCCC3=O | 4 | 1.7 | 9 | 1.0 | i | -6 | 1 | 2 | 0.1
36 | CCOC(=O)[C@H]1[C@H]2COc3ccc(Cl)cc3[C@@H]2N2C(=O)CN(Cc3ccc(F)cc3)C(=O)[C@@]12C | -5 | -0.4 | 10 | 2.6 | 1.6 | -4 | x | 21 | 1.4
37 | CCN(CC)c1ccc(/C=N/n2c(-c3ccccc3Br)n[nH]c2=S)cc1 | 3 | 3.2 | -13 | 3.3 | -0.4 | x | -1 | 6 | 1.5
38 | CNC(=O)CCSSCCC(=O)NC | -1 | -0.5 | 1 | -0.9 | -0.2 | -5 | -2 | -5 | -0.3
39 | COc1ccc(C)cc1-n1nnnc1SCC(=O)NC(=O)NCc1ccco1 | -2 | -0.9 | 7 | 0.7 | i | 6 | 2 | -2 | 0.4
40 | CC1=C(C(=O)OCc2ccccc2)C(c2ccccc2Cl)NC(=O)N1C (stereo not given) | 23 | -0.6 | 22 | 3.4 | 0.7 | -1 | 1 | 0 | 3.3
41 | COc1ccc(OC)c(-c2cc(C(=O)Nc3c(C)nn(Cc4ccccc4C)c3C)no2)c1 | -8 | -1.4 | x | 1.1 | -0.6 | -6 | 1 | 1 | -3.3
42 | O=C(COC(=O)CC(c1ccccc1)c1ccccc1)Nc1cccc(F)c1 | -3 | 0.0 | 1 | 3.5 | i | -28 | 8 | 9 | -0.4
43 | O=C(CN1CCCCCC1)NCc1ccccc1 | 5 | -0.7 | -4 | 0.6 | 0.7 | 1 | 1 | 2 | 0.8
44 | COc1ccc2c(/C=N/NS(=O)(=O)c3ccc(C)cc3)c[nH]c2c1 | -12 | 1.7 | 2 | -0.7 | -0.4 | x | 7 | 2 | 0.3
45 | O=C(NNc1ncccc1Cl)c1c(Cl)cccc1Cl | -2 | -0.5 | 4 | -0.2 | -1.5 | -6 | -2 | -7 | 0.5
46 | Nc1ccc(CCc2nc3ccccc3o2)cc1 | -2 | 1.5 | 2 | 0.5 | 1.8 | 5 | 2 | -6 | x
47 | CCOc1ccc(NC(=O)CN(C)C(=O)c2cc(C3CC3)nn2-c2ccccc2)cc1OCC | -1 | -5.5 | -2 | 1.0 | 0.5 | -7 | x | 42 | 0.0
48 | CC(C)(C)c1cc(C(=O)N/N=C/c2ccccc2O)n(-c2ccccc2)n1 | -1 | -0.5 | -1 | 8.5 | 0.4 | x | 2 | 3 | x
49 | Cc1cc(-n2cccn2)ccc1CN1CCN(C2CCCC2)C(CCO)C1 (stereo not given) | 5 | 0.8 | -11 | 0.1 | -0.5 | -4 | 5 | 9 | -0.4
50 | Cc1noc(C)c1NC(=O)Nc1cccc2c1O[C@H](CN(C)C(=O)NC1CCCCC1)[C@@H](C)CN([C@H](C)CO)C2=O | -2 | 0.5 | -2 | -1.0 | 1.3 | -5 | x | -13 | -0.7&0.9
51 | Cc1ccc(Cl)cc1NC(=O)C1C2CCC(O2)C1C(=O)O (stereo not given) | -3 | -2.9 | 10 | 0.2 | i | -34 | 1 | 1 | -1.1
52 | NCC(=O)NCC(=O)NC1(C(=O)O)CCCC1 | -10 | 0.2 | 4 | -1.1 | i | -2 | x | -2 | 1.5
53 | Cc1noc2ncnc(Oc3ccc(F)cc3)c12 | -4 | 0.0 | 8 | -0.8 | 3.4 | -9 | 5 | 8 | x
54 | Cc1ccc(N=Nc2c(O)n(CN3CCOCC3)c3ccccc23)cc1 | -4 | -1.3 | x | 0.3 | i | 2 | -3 | 7 | x
55 | CCOC(=O)NC(=O)COC(=O)c1ccc(Sc2ncn[nH]2)c([N+](=O)[O-])c1 | -6 | -1.2 | -19 | -1.2 | -0.3 | 6 | 3 | -19 | -4.3
56 | O=C(COc1ccc(C(=O)NCc2cccnc2)cc1)Nc1cccc(C(F)(F)F)c1 | -2 | 1.1 | 9 | -1.1 | i | -1 | x | 12 | 2.5
57 | N#Cc1ccccc1S(=O)(=O)N1CCN(C(=O)c2cc3c(s2)CCC3)CC1 | -1 | 4.2 | 6 | 0.6 | -1.3 | 2 | x | 14 | 0.3
58 | CCN(C[C@H]1N[C@@](C)(C(=O)OC)[C@H]2C(=O)N(C)C(=O)[C@@H]12)S(=O)(=O)c1ccc(-c2ccccc2)cc1 | -7 | -0.3 | -3 | -0.2 | -1.0 | 17 | x | 29 | -0.5
59 | COc1ccc(CCNC(=O)CCCCCNc2nc(=S)[nH]c3ccccc23)cc1OC | -5 | -1.4 | 3 | 1.0 | 3.1 | -12 | 1 | 11 | x
60 | COc1ccccc1N1CCN(S(=O)(=O)c2c(C)ccc3nsnc23)CC1 | -8 | u | -23 | -0.1 | -0.5 | 19 | -3 | 10 | x
61 | Cc1ccc(Sc2cnc(N)nc2C)cc1 | -1 | 1.0 | 2 | 0.2 | -0.2 | -7 | -1 | 0 | 0.6
62 | CCC1(c2cccc(O)c2)CCCCN(C)C1 (stereo not given) | -9 | -0.7 | -3 | 0.0 | i | -10 | x | 2 | 3.0
63 | C/C(CC(=O)Nc1cccc(Cl)c1Cl)=N\NC(=O)C(=O)NC1CCCCC1 | -9 | -1.5 | -3 | -1.7 | -0.3 | x | 2 | -2 | 0.5
64 | CN(C)S(=O)(=O)Oc1cccc(C(=O)Nc2ccc(Cl)cc2)c1 | -6 | -1.2 | 27* | 353* | i | -30 | -1 | 4 | x

Source: PubChem BioAssay (several laboratories)
